High-throughput results (PubChem BioAssay)
ANO1 block = blocks the mouse calcium-activated chloride channel TMEM16A; HEK293 TMEM16A/YFP iodide influx fluorescence, ionomycin; Q8BHY3; AID 588511; hit rate 1.2% among 310,000; normalized B-score (activity score, 25-100; higher = stronger inhibition) at 10 µM;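 active = ratio plate-corrected score three or more library SD toward inhibition, starting fluorescence score within five deviations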;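 also: score derived from kinetic fluorescence span divided by baseline fluorescence per well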
ANO1 activ = activators or potentiators of mouse TMEM16A chloride channel; Q8BHY3; HEK293 TMEM16A/YFP-H148Q/I152L, iodide quench fluorescence; active compounds read low; B-score at 10 µM; hit rate 0.3% among 340,000; AID 623877;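 active = fluorescence-ratio B-score plate-corrected deviation score at least 3 library SD below zero, with starting fluorescence score within 5 deviations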;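 also: channel opened by trigger with iodide after compound preincubation; score built on the fluorescence ratio of max minus min over baseline; more negative score means more quench and so TMEM16A activation or potentiation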
SKKanGAS inh = SKKanGAS growth inhibition; S. pyogenes SKKanGAS, kanamycin growth, BacTiter-Glo, 6 h; hit rate 1.3% among 300,000; inhibition, % at 7.5 µM;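 active = mean replicate score, as percent of positive control median, at least 50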;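 also: strain carries kanamycin resistance gene driven by streptokinase promoter and grows in 40 µg/ml kanamycin; loss of luminescence reflects streptokinase promoter inhibition or plain growth inhibition; 0% = median of DMSO wells and 100% = positive control at its reference dose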
TRPC4 inh = inhibitors of mouse TRPC4 channel. B-score at 10 µM. HEK293 TRPC4beta/mu-opioid, DAMGO-evoked Fluo4 calcium flux; active compounds read low. Q9QUQ5. AID 2247. hit rate 0.39% among 300,000;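 active = B-score over 3 SD under the library average, no early fluorescence shift, positive overall ratio signal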
Target sequence (Q9QUQ5 whole entry, looked up): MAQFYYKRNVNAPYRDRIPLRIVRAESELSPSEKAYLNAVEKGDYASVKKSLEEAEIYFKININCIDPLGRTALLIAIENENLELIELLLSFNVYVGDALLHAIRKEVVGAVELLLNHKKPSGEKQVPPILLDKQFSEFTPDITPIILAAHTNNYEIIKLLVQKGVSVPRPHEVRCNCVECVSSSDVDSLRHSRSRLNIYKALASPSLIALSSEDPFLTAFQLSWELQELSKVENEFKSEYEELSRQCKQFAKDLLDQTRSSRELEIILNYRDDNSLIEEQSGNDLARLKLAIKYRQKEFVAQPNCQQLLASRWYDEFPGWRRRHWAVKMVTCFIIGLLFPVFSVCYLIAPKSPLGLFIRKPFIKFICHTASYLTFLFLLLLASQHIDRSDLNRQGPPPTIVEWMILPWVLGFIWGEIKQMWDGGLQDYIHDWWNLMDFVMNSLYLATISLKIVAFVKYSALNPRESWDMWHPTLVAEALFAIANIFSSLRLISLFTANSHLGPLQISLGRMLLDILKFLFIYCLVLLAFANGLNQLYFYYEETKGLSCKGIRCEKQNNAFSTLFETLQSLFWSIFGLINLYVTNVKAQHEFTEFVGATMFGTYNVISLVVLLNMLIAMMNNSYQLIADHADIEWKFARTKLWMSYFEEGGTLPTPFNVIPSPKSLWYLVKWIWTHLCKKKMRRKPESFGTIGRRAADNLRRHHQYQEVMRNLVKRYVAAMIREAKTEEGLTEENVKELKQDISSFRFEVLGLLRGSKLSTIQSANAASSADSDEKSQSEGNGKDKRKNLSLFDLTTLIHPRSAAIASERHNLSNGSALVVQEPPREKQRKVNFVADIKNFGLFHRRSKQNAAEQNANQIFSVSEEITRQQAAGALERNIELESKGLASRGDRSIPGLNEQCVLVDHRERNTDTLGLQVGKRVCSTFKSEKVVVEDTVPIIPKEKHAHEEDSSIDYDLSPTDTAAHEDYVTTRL
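Assay system: TRPC4beta/mu-opioid receptor HEK293 cell line; compound dosing: single concentration per test compound; detection: Fluo4 Ca2+ flux fluorescence; evaluation: per-well B score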
TRPC4 act = activators of mouse TRPC4 channel; HEK293 TRPC4beta/mu-opioid, Fluo4 calcium fluorescence; active compounds read high; B-score at 10 µM; hit rate 0.49% among 310,000;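 active = B-score above 5 SD of library B-scores, and initial fluorescence ratio not above library mean plus 5 SD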;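 also: positive B-score marks a calcium rise read as TRPC4 activation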
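Assay system: HEK293 stable line with TRPC4beta plus mu-opioid receptor. Times: dye 45 min RT, read 110 s. Measured by: kinetic Fluo4 calcium fluorescence. Measure: B score of integrated ratio. Controls: assay buffer as low control, maximal DAMGO as high control.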
MrgX1 ag = agonists of human MrgX1 receptor; Q96LB2; MrgX1-HEK293 cells, Fluo-4 calcium fluorescence, agonist mode; active compounds read high; B-score at 10 µM; hit rate 0.44% among 310,000;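 active = calcium response B-score plate-corrected fluorescence ratio at least 3 library SD, with starting fluorescence B-score inside 5 SD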
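Test system: HEK293 cells stably expressing human MrgX1 receptor; Input: fifteen thousand cells per well; Dosing: compound delivered in addition one of three; Schedule: overnight seeding, then 1 h dark dye loading; Technique: Fluo-4 NW calcium fluorescence; Measure: B-scored fluorescence response ratio; Controls: positive and negative controls per plate.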
MrgX1 antag = human MrgX1 receptor antagonism, primary screen; Q96LB2; MRGX1-HEK293 calcium flux, Fluo-4, BAM8-22 antagonism; active compounds read low; B-score at 10 µM; hit rate 1.3% among 310,000;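 active = calcium-response B-score plate-corrected more than 3 library SD below zero, starting fluorescence within 5 deviations, no agonist response on first addition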;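 also: peak minus trough fluorescence over baseline after final BAM8-22 challenge near maximal dose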
TRPC6 inh = blocks the mouse TRPC6 cation channel | B-score at 10 µM | HEK293-TRPC6, membrane potential dye, ACh-evoked depolarization; active compounds read low | AID 2553 | hit rate 1.1% among 310,000;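 active = B-score under library mean minus 3 SD, initial fluorescence not abnormally high, positive integrated signal ratio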;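 also: B-score derived from integrated fluorescence ratio over the kinetic read; more negative B-score means stronger inhibition of depolarization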
TRPC4 potent = TRPC4 (mouse) allosteric potentiation. Q9QUQ5. HEK293 TRPC4beta/mu-opioid, DAMGO EC20, Fluo-4 Ca2+ flux; active compounds read high. B-score at 10 µM. hit rate 0.42% among 310,000. AID 2227;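 active = B-score of calcium response area above 5 SD of library B-scores, with initial fluorescence ratio within 5 SD of library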;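 also: B-score of integrated fluorescence ratio over time as area under calcium response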
TRPC6 act = mouse TRPC6 channel activation | Q61143 | HEK293-TRPC6 membrane potential dye fluorescence; active compounds read high | B-score at 10 µM | hit rate 0.13% among 310,000;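 active = B-score of the integrated fluorescence ratio above library mean plus 3 SD, and starting fluorescence ratio within library mean plus 5 SD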;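 also: higher score means more depolarization so channel activation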
MrgX1 allo act = human MrgX1 positive allosteric modulation, primary screen; Q96LB2; B-score at 10 µM; AID 588675; MrgX1-HEK293, Fluo-4 calcium flux, FDSS; active compounds read high; hit rate 0.63% among 310,000;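 active = plate-corrected calcium response at least 3 library SD above typical, normal starting fluorescence, not activating the receptor alone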;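 also: compound read alongside a low EC10 to EC30 dose of BAM8-22 agonist; peak minus trough fluorescence over baseline measured at the second addition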
* = called active by the depositor; i = inactive; nt = not tested or not shown.

SMILES | ANO1 block | ANO1 activ | SKKanGAS inh | TRPC4 inh | TRPC4 act | MrgX1 ag | MrgX1 antag | TRPC6 inh | TRPC4 potent | TRPC6 act | MrgX1 allo act
CC(c1ccccc1)n1cncc1C(=O)O (stereo not drawn) | i | i | 3 | i | i | i | i | i | i | i | i
N=C1c2ccccc2CN1NC(=O)c1ccc(Br)cc1 | i | i | -1 | i | i | i | i | i | i | i | i
O=C(OCC(=O)c1ccc([N+](=O)[O-])cc1)/C(=C\c1ccc(Cl)cc1)NC(=O)c1ccccc1 | i | i | 17 | i | i | i | i | i | i | i | i
O=P(C(=Nc1ccc(Cl)cc1)N1CCOCC1)(N1CCOCC1)N1CCOCC1 | i | i | nt | nt | nt | i | i | nt | nt | nt | i
COc1ccc2c(c1)CC1(CN2C)C(=O)NC(=O)N(CCc2ccccc2)C1=O (stereo not drawn) | i | i | 2 | i | i | i | i | i | i | i | i
O=C(CCl)Nc1nccs1 | i | i | -2 | i | i | i | i | i | i | i | i
NC(Cc1ccccc1)Cc1ccccc1 | i | i | 3 | i | i | i | i | i | i | i | i
Cc1ccc(-n2c(/C=C/c3ccccn3)nc3ccccc3c2=O)cc1 | nt | i | -11 | i | i | nt | nt | i | i | i | nt
CC(=O)N1N=C2C3CCN(CC3)C2C1c1cccc2ccccc12 (stereo not drawn) | i | i | -6 | i | i | i | i | i | i | i | i
Fc1ccccc1CCNCc1cccc2ccccc12 | i | i | 1 | i | i | i | i | i | i | i | i
COc1ccc(C(=O)CN2CCOCC2)cc1F | i | i | 3 | i | i | i | -5.2* | i | i | i | i
CN1CCN(c2ccc(N)cc2)CC1 | i | i | 2 | i | i | i | i | i | i | i | i
COC(=O)C1=C(c2ccc(S(C)(=O)=O)cc2)C[C@@H]2CC[C@H]1N2C(=O)NCc1ccc(C(F)(F)F)cc1 | i | i | 0 | i | i | i | i | i | i | i | i
NC1=Nc2ccccc2Oc2ccccc21 | i | i | -4 | i | i | 55* | i | i | i | i | i
Cc1ccc(C(c2nnnn2Cc2ccccc2)N2CC=C(c3ccc(F)cc3)CC2)cc1 (stereo not drawn) | i | i | 0 | i | i | i | i | i | i | i | i
O=C(Nc1ccc(C(F)(F)F)cc1)c1cccn(Cc2ccc3c(c2)OC(F)(F)O3)c1=O | 25* | i | 13 | i | i | i | i | i | i | i | i
COc1ccccc1/C=C1\C(=O)NC(=S)N(c2ccccc2)C1=O | i | nt | 1 | i | i | i | i | i | i | i | i
CN1C(=O)C(=Cc2sc(=O)n(-c3ccccc3)c2N2CCCCC2)C(=O)N(C)C1=O | nt | i | 9 | i | i | nt | nt | i | i | i | nt
COc1cc(/C=N/n2cnnc2)ccc1OC(=O)N(C)C | i | i | -16 | i | i | i | i | i | i | i | i
CNC(=O)Nc1ccc(C(O)(C(=O)OC)C(F)(F)F)cc1 (stereo not drawn) | i | i | 3 | i | i | i | i | i | i | i | i
O=c1[nH]c(=S)n(C2CC2)c(O)c1C=Nc1ccc2c(c1)OCO2 | i | i | -7 | i | i | i | i | i | i | i | i
O=C(Cn1ncc2c3ccccc3n(Cc3cccc(Cl)c3)c2c1=O)N1CCC2(CC1)OCCO2 | i | i | 7 | i | i | i | i | i | i | i | i
CCOC(=O)c1ccc(N=C(CC)c2c(O)n(C)c(=O)n(C)c2=O)cc1 | i | i | -1 | i | i | i | i | i | i | i | i
O=c1c2ccccc2nc(/C=C/c2ccc(O)c(O)c2)n1-c1ccccc1 | i | i | -10 | i | i | i | i | i | i | i | i
O=C1CN(O)C(c2ccccc2Cl)=c2cc(Br)ccc2=N1 | i | i | -2 | i | i | i | i | i | i | i | i
Cc1ccc(CN2CCCN(Cc3ccc(Cl)cc3)S2(=O)=O)cc1 | i | nt | 23 | i | i | i | i | i | i | i | i
Cc1nc2c(c(=O)[nH]1)C(c1ccc([N+](=O)[O-])cc1)c1c(c3ccccc3oc1=O)O2 (stereo not drawn) | i | nt | 2 | i | i | i | i | i | i | i | i
CCN(CC)CCOC(=O)c1cc2cc(COC)ccc2o1 | i | i | 2 | i | i | i | i | i | i | i | i
CCOP(=S)(NN(Cc1ccccc1)C(=O)c1ccccc1)OCC | i | i | 1 | i | i | i | i | i | i | i | i
O=C(c1cc([N+](=O)[O-])ccc1N1CCNCC1)N1CCOCC1 | i | i | -7 | i | i | i | i | i | i | i | i
Cc1nn(Cc2ccccc2)c(C)c1C(=O)OCC(=O)NC1CCS(=O)(=O)C1 (stereo not drawn) | i | i | 1 | i | i | i | i | i | i | i | i
O=C(Nc1cccc(Cl)c1)c1c(O)c2c(n(Cc3ccco3)c1=O)CCCC2 | i | nt | 6 | i | i | i | i | i | i | i | i
CC1(C)OC(c2ccccc2)=C/C(=C/C=C2C(=O)NC(=S)NC2=O)O1 | i | nt | -5 | i | i | i | i | i | i | i | i
CN(C)C(=O)Oc1ccc(C(=O)c2ccccc2)cc1 | i | i | 4 | i | i | i | i | i | i | i | i
COc1ccc2c(c1O)-c1cccc3c1[C@@H](C2)N(C)CC3 | i | i | 0 | i | i | i | i | i | i | i | i
O=C1C2CCCN2C(c2cccnc2)N1c1nccs1 (stereo not drawn) | i | i | -3 | i | i | i | i | i | i | i | i
COc1ccc(CN2CC3CC(C2)c2cccc(=O)n2C3)cc1OC (stereo not drawn) | i | i | 2 | i | i | i | i | i | i | i | i
O=C(c1ccccc1)c1ccccc1N=Cc1c(O)[nH]c(=O)[nH]c1=O | i | i | 0 | i | i | i | i | i | i | i | i
COc1cccc(N2C(=O)NC(=O)/C(=C/c3ccc4c5c(cccc35)CC4)C2=O)c1 | i | nt | -1 | i | i | i | i | i | i | i | i
Cc1cc(C)cc(NC(=O)CCNC(=O)N2C[C@H]3C[C@@H](C2)c2cccc(=O)n2C3)c1 | i | i | -2 | i | i | i | i | i | i | i | i
Cc1cc(C=C2C(=O)NC(=O)NC2=O)c(C)n1-c1ccc2c(c1)OCO2 | i | i | 3 | i | i | i | i | i | i | i | i
CCC(=Nc1ccc2c(c1)CCC2)c1c(O)n(C2CCCCC2)c(=O)[nH]c1=O | i | i | 7 | i | i | i | i | i | i | i | i
c1ccc(CCNCc2ccccc2)cc1 | i | i | 2 | i | i | i | i | i | i | i | i
Cc1cc(C)n2nc(SCC(=O)N3CCC4(CC3)OCCO4)nc2n1 | i | i | 1 | i | i | i | i | i | i | i | i
Cc1cc(OCC(=O)NCc2ccncc2)c2c3c(c(=O)oc2c1)CCC3 | i | i | 29 | i | i | i | i | i | i | i | i
COc1cc2c(cc1OC)-c1c(OC)c(OC)c(OC)c3ccnc(c13)C2=O | i | nt | 13 | i | i | i | i | -7* | i | i | i
CCOc1cc2c(cc1OCC)-n1cccc1C(c1ccc(OC)c(O)c1)NC2 (stereo not drawn) | i | i | 5 | i | i | i | i | i | i | i | i
CCN(CC)CCCN=C(C)c1c(O)n(C2CCCCC2)c(=O)[nH]c1=O | i | i | 2 | i | i | i | i | i | i | i | i
Cc1ccc(OCCOc2cccc(C=C3C(=O)NC(=O)NC3=O)c2)c(C)c1 | i | i | 6 | i | i | i | i | i | i | i | i
O=P(O)(Oc1ccccc1)OC(c1ccccc1)C(F)(F)F (stereo not drawn) | i | i | -5 | i | i | i | i | i | i | i | i
Cc1ccc(C(=O)NC2CC3CCC(C2)N3)cc1 (stereo not drawn) | i | i | -2 | -5* | i | i | i | i | i | i | i
C[N+]1(CC2COC(c3ccco3)O2)CCCCC1 (stereo not drawn) | i | i | -3 | i | i | i | i | i | i | i | i
COc1ccc(CN2CCN(c3ccccc3F)CC2)cc1O | i | i | 2 | i | i | i | i | i | i | i | i
COC(=O)C1=C(N)Oc2c(c(=O)oc3ccccc23)C1c1cccnc1 (stereo not drawn) | i | i | 8 | i | i | i | i | i | i | i | i
CC1CCCN(CC(=O)N2CCCc3ccccc32)C1 (stereo not drawn) | i | i | 4 | i | i | i | i | i | i | i | i
C[C@H]1O[C@@H](OC2CC[C@]3(C=O)[C@H]4CC[C@]5(C)[C@@H](C6=CC(=O)OC6)CC[C@]5(O)[C@@H]4CC[C@]3(O)C2)CC2OC(C)(C)OC21 (stereo partly drawn) | i | i | 0 | i | i | i | i | i | i | i | i
COc1ccc(OC)c(CC(=O)N(C)C2CCCN(Cc3ccccc3F)C2)c1 (stereo not drawn) | i | i | -2 | i | i | i | i | i | i | i | i
CCC(CC)C(=O)NC1CCSC1=O (stereo not drawn) | i | i | -1 | i | i | i | i | i | i | i | i
O=c1[nH]c2ccccc2c(=O)n1-c1cccc(Cl)c1 | i | i | 2 | i | i | i | i | i | i | i | i
CC(=NCC1CCCO1)c1c(O)n(C2CCCCC2)c(=O)[nH]c1=O (stereo not drawn) | i | i | -2 | i | i | i | i | i | i | i | i

Grouped by structure: those above containing a furan ring, fused or not.
SMILES | ANO1 block | ANO1 activ | SKKanGAS inh | TRPC4 inh | TRPC4 act | MrgX1 ag | MrgX1 antag | TRPC6 inh | TRPC4 potent | TRPC6 act | MrgX1 allo act
CCN(CC)CCOC(=O)c1cc2cc(COC)ccc2o1 | i | i | 2 | i | i | i | i | i | i | i | i
O=C(Nc1cccc(Cl)c1)c1c(O)c2c(n(Cc3ccco3)c1=O)CCCC2 | i | nt | 6 | i | i | i | i | i | i | i | i
C[N+]1(CC2COC(c3ccco3)O2)CCCCC1 (stereo not drawn) | i | i | -3 | i | i | i | i | i | i | i | i

Further results:
SMILES | ANO1 block | ANO1 activ | SKKanGAS inh | TRPC4 inh | TRPC4 act | MrgX1 ag | MrgX1 antag | TRPC6 inh | TRPC4 potent | TRPC6 act | MrgX1 allo act
O=C(CCNC(=O)N1C[C@H]2C[C@@H](C1)c1cccc(=O)n1C2)Nc1ccc(F)cc1 | i | i | -4 | i | i | i | i | i | i | i | i
Cc1cc(Cl)nc(N)n1 | i | i | -4 | i | i | i | i | i | i | i | i
CCCCCn1c(=O)c(C(=O)NCc2ccco2)c(O)c2ccccc21 | i | i | 28 | i | i | i | i | i | i | i | i
CC(N)C(=O)c1ccco1 (stereo not drawn) | i | i | 4 | i | i | i | i | i | i | i | i

These rows are one share of the data; the hit share may differ from the screen's.
